Caspase-7 inhib: caspase-7 (human) inhibition, allosteric or competitive. Potency, µM (highest dose often 57.5 µM), for the others: at the highest dose activity change, negative = inhibition, most hits filed as inhibitors. recombinant caspase-7, Ac-DEVD-AFC fluorescence rate. AID 889. P55210. hit rate 0.02% among 75,000; active = well fitted inhibition curve with a large enough effect in the main read-out, with a control signal flat, not every such curve was filed as active; inconclusive = small, poorly fitted or top-dose-only effect, or a change in a side signal; also: potency is read from the fitted curve at half-maximal effect; % of control where 0% means no effect
Target sequence (P55210 24-198 limits assumed): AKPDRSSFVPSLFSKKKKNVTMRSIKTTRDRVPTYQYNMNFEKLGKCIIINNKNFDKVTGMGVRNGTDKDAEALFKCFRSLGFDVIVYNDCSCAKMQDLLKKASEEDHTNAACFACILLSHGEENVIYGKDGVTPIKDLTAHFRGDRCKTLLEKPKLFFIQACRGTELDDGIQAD
Target sequence (P55210 207-303 limits assumed): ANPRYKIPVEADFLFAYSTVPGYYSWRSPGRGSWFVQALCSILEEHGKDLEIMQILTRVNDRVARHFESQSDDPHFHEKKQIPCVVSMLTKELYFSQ
Rhodamine autofl: compound fluoresces in the rhodamine spectral region | Rhodamine-region fluorescence, 547/598 nm, Tris buffer; active compounds read high | max dye-equivalent concentration, M | hit rate 0.05% among 59,000; in the data active = max dye-equivalent concentration above about 11 nM; inconclusive = between about 1.1 nM and that limit
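Intensities are converted to rhodamine-equivalent concentration using a six-point rhodamine standard on each plate. Compounds sit 15 min at room temperature in 100 mM Tris buffer, pH 8.0; read uses the 547/598 nm excitation/emission pair.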
4-MU autofl: 4-MU region autofluorescence. compound autofluorescence, 340/450 nm, 4-MU equivalents; active compounds read high. max dye-equivalent concentration, M. hit rate 11% among 59,000. AID 589; in the data active = max dye-equivalent concentration above about 10 nM; inconclusive = mostly about 1.1 nM to 9.6 nM
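Compounds in 100 mM Tris, pH 8.0, incubated 15 min at room temperature, then fluorescence read at 340 nm excitation/450 nm emission. Signal converted to 4-MU dye-equivalent concentration using an on-plate six-point 4-MU standard curve.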
BRCT inh red: BRCT-phosphoprotein interaction inhibition (red fluorophore); P38398; hit rate 0.03% among 75,000; AID 892; BRCT-phosphopeptide binding, red fluorescence polarization; Potency, µM (highest dose often 76.9 µM), for inactives: at the highest dose activity change, negative = inhibition, hits mostly inhibitors; also: % is scaled to controls: 0 for no effect and ±100 for the full control effect
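Rhodamine-labelled pBACH1 10-mer (100 nM) bound to BRCT domain (100 nM) at pH 7.3; compounds incubated 12 min room temperature, polarization read. Free peptide defines full inhibition; unlabelled decapeptide titrated as control.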
A350 autofl: compounds fluorescent in Alexa 350 spectral region; Compound autofluorescence, 340/450 nm, Alexa 350 dye-equivalents; active compounds read high; max dye-equivalent concentration, M; hit rate 11% among 59,000; AID 590; in the data active = max dye-equivalent concentration above about 10 nM; inconclusive = mostly about 1.1 nM to 9.6 nM
BRCT inh green: inhibitors of human BRCA1 BRCT-phosphoprotein interaction (green fluorophore); BRCA1 BRCT-phosphopeptide binding, green fluorescence polarization; Potency, µM (series often up to 76.9 µM), for inactives: at the highest dose activity change, negative = inhibition, most hits filed as inhibitors; hit rate 0.05% among 75,000; AID 875;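 also: potency is read from the fitted curve at half-maximal effect; plate controls were peptide without protein for full effect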
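Compounds were incubated for 12 min at room temperature with a complex of 100 nM fluorescein-tagged pBACH1 decapeptide and 250 nM His-tagged BRCT protein. Buffer was phosphate pH 7.3 with EDTA, DTT and Tween 20. Disruption of binding lowers the polarization signal.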
Fluorescein autfl: compound fluoresces in the fluorescein spectral region; Compound autofluorescence, 480/540 nm, fluorescein-equivalent; active compounds read high; max fluorescein-equivalent concentration, M; hit rate 0.91% among 59,000; AID 593; in the data active = max fluorescein-equivalent concentration above about 10 nM; inconclusive = between about 1.1 nM and that limit
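Compounds were pin-transferred into 100 mM Tris buffer, pH 8.0, and incubated 15 min at room temperature. Fluorescence was read at 480 nm excitation/540 nm emission. Signals were normalized to an on-plate six-point fluorescein standard curve as dye-equivalent concentration.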
HEK293 cAMP cs: counter-screen for TSHR agonists: cAMP increase in parental HEK293. parental HEK293 CNG cAMP sensor, membrane potential fluorescence. Potency, µM (highest dose often 57.1 µM), inactives show at the highest dose activation, usual class: activators. hit rate 2.5% among 73,000; also: potency is read from the fitted curve at half-maximal effect; % of control where 0% means no effect; nearly all actives have a fitted effect of over 55% in size
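Parental HEK 293 cells stably expressing a cAMP-gated CNG channel were loaded with membrane potential dye containing 100 uM RO 20-1724 for 60 min. Compound added for 30 min; depolarization read as fluorescence intensity at 590 nm.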
Caspase-1 inhib: blocks human caspase-1 allosterically or competitively; P29466; Caspase-1 enzyme, Ac-WEHD-AFC fluorogenic rate; Potency, µM (doses to about 57.5 µM), for inactives: at the top dose activity change, negative = inhibition, usual class: inhibitors; hit rate 0.03% among 75,000; AID 900;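 also: potency is read from the fitted curve at half-maximal effect; plate controls were vehicle for no effect and no substrate for full effect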
Target sequence (P29466 120-297 limits assumed): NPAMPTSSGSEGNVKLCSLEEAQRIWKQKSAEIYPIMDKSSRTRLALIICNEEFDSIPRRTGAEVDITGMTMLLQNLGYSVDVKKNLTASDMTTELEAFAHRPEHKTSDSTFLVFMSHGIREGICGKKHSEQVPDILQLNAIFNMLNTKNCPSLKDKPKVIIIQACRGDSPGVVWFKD
Target sequence (P29466 317-404 limits assumed): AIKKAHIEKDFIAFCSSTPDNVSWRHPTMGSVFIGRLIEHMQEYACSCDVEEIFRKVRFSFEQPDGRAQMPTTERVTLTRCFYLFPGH
USP2a inhib: inhibitors of human ubiquitin-specific protease USP2a | AID 927 | Potency, µM (doses to about 38.3 µM), inactives show at the highest dose activity change, negative = inhibition, hits mostly inhibitors | USP2a enzymatic assay, qHTS inhibition | hit rate 0.1% among 60,000;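 also: potency is read from the fitted curve at half-maximal effect; nearly all actives have a fitted effect of over 60% in size; plate controls were DMSO for no effect and NEM full inhibition control for full effect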
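USP2 core (20nM final) preincubated 30 min RT with compound, then Ub-PLA2 20nM and NBD C6-HPC 20uM final added; buffer 20mM Tris-HCl pH 8.0, 2mM CaCl2. Fluorescence Ex 460/Em 535 read at 0 and 2.5 h; normalized to NEM.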
Texas Red fluor: Texas Red region autofluorescence; hit rate 0.06% among 59,000; max dye-equivalent concentration, M; Compound fluorescence, Texas Red channel, 547/618 nm; active compounds read high; AID 587; in the data active = max dye-equivalent concentration above about 10 nM; inconclusive = between about 1.1 nM and that limit
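qHTS profiling of intrinsic compound fluorescence; 100 mM Tris pH 8.0; 15 min RT; ex 547 / em 618 nm; response expressed as Texas Red dye-equivalent concentration from six-point plate standard.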
The depositor's hits bear a star; i = inactive; ? = inconclusive; . = no result given; [ ] = another dose, or the depositor's remark. Unless noted, calls follow the shape of the dose curve; as a rule, active = well fitted curve in the direction sought with a large enough effect; inconclusive = small, poorly fitted or top-dose-only effect, or another doubt; inactive = no such curve, though single readings can be large; an effect the other way counts as inactive or inconclusive. Not all compounds are listed. The share of hits here may be higher or lower than overall.

SMILES	Caspase-7 inhib	Rhodamine autofl	4-MU autofl	BRCT inh red	A350 autofl	BRCT inh green	Fluorescein autfl	HEK293 cAMP cs	Caspase-1 inhib	USP2a inhib	Texas Red fluor
CC(=O)OC[C@@H]1O[C@H](CCO/N=C(\C)CCN2CCCCc3nc(C)c(C)cc32)C=C[C@@H]1OC(C)=O	-2%[11.5 µM]	.	.	0.8%[15.4 µM]	.	-0.1%[15.4 µM]	.	-2%[11.4 µM]	-3%[11.5 µM]	.	.
O=C(NCC1COc2ccccc2O1)c1ccco1 (stereo unspecified)	-1%	.	.	0.8%	.	-2.3%	.	-4%	-1%	.	.
COc1ccc(N2CSC3=C(C#N)C(c4cccc(OC)c4OC)CC(=O)N3C2)cc1 (stereo unspecified)	-11%	.	.	1.6%	.	-2.3%	.	?	-6%	.	.
O=C(NCc1cccnc1)C1CCCN(S(=O)(=O)c2ccc(Br)cc2)C1 (stereo unspecified)	0%	i	i	-0.6%	i	-0.5%	?	13%	-1%	4%	i
Cc1cnc(CNc2cc(-c3cccnc3)ncn2)cn1	-3%	i	i	0.5%	i	-0.6%	i	22%	-9%	6%	?
CN1CCC(CNC(=O)c2ccc(Cc3nc4ccccc4[nH]3)cc2)CC1	-2%	.	.	-1.5%	.	-0.4%	.	-21%	-1%	.	.
N#Cc1ccccc1Cn1c(=O)n(Cc2ccc(C(=O)NCc3ccco3)cc2)c(=O)c2ccccc21	-5%	i	i	0.4%	i	-3.7%	i	8%	0%	26%	i
COCCn1c(=O)[nH]c2cc(C(=O)NCCc3ccc(OC)c(OC)c3)ccc2c1=O	4%	i	i	-0.7%	?	-0.2%	i	4%	-2%	9%	i
CN(C)c1ccc(-c2cc(Nc3ccc(F)cc3)ncn2)cc1	-17%	i	5.9e-08M*	-1.2%	6.2e-08M*	-3.0%	i	-14%	-10%	177%[activator]	i
O=C(Cn1cnc2c(cnn2-c2ccc(F)cc2)c1=O)NCCc1ccccc1	-1%	.	.	0.1%	.	-1.2%	.	?	0%	.	.
COc1ccc(-c2nc3cc(NC(=O)c4ccc5c(c4)OCO5)ccc3o2)cc1	1%	i	?	0.0%	?	-2.6%	i	?	1%	16%	i
O=C(O)CCC(=O)N1CCc2cc(S(=O)(=O)N3CC=C(c4ccccc4)CC3)ccc21	-3%	.	.	-1.2%	.	5.2%	.	2%	-1%	.	.

Single records, as listed above. Order of values: Caspase-7 inhib | Rhodamine autofl | 4-MU autofl | BRCT inh red | A350 autofl | BRCT inh green | Fluorescein autfl | HEK293 cAMP cs | Caspase-1 inhib | USP2a inhib | Texas Red fluor
COc1ccc(N2CSC3=C(C#N)C(c4cccc(OC)c4OC)CC(=O)N3C2)cc1 (stereo unspecified) across the screens: -11% | . | . | 1.6% | . | -2.3% | . | ? | -6% | . | .
COCCn1c(=O)[nH]c2cc(C(=O)NCCc3ccc(OC)c(OC)c3)ccc2c1=O across the screens: 4% | i | i | -0.7% | ? | -0.2% | i | 4% | -2% | 9% | i
O=C(NCC1COc2ccccc2O1)c1ccco1 (stereo unspecified) across the screens: -1% | . | . | 0.8% | . | -2.3% | . | -4% | -1% | . | .
Cc1cnc(CNc2cc(-c3cccnc3)ncn2)cn1 across the screens: -3% | i | i | 0.5% | i | -0.6% | i | 22% | -9% | 6% | ?

Next section
SMILES	Caspase-7 inhib	Rhodamine autofl	4-MU autofl	BRCT inh red	A350 autofl	BRCT inh green	Fluorescein autfl	HEK293 cAMP cs	Caspase-1 inhib	USP2a inhib	Texas Red fluor
Cc1ccc2oc(-c3ccc(NC(=O)c4cccnc4)cc3)nc2c1	0%	i	?	2.5%	?	-1.5%	i	2%	-2%	.	i
Clc1ccc(C(c2nnnn2C2CCCC2)N2CCSCC2)cc1 (stereo unspecified)	-1%	i	i	0.1%	i	1.2%	i	3.2µM*	-2%	1%	i
O=C(CCCn1c(SCC(=O)c2ccc(O)c(O)c2)nc2ccccc2c1=O)NCC1CCCO1 (stereo unspecified)	-4%	i	i	-2.2%	i	0.8%	i	4%	2%	49%[activator][46.1 µM]	i
CCn1c(SCC(=O)NCc2ccco2)nnc1-c1ccc(N)cc1	.	i	i	.	i	.	?	.	.	.	i
O=C(Nc1ccc(-c2nc3ncccc3o2)cc1)c1ccc(Br)o1	-2%	i	5.8e-07M*	2.0%	8.5e-07M*	2.0%	?	-4%	-4%	43%[activator]	?
CCOc1cc2[nH]c(=S)n(CCCCC(=O)NCc3ccco3)c(=O)c2cc1OCC	0%	i	i	0.4%	i	-2.4%	?	-7%	0%	7%	i
c1ccc(-c2cccc(-c3ccccn3)n2)nc1	1%	i	i	1.0%	i	-0.5%	?	-4%	0%	2%	i
CCOc1ccccc1N1CCN(C(=O)c2ccncc2)CC1	0%	.	.	-0.6%	.	-0.1%	.	1%	-3%	.	.
COc1ccc(-n2nc(C(=O)NCc3ccco3)c3c4ccccc4n(C)c3c2=O)cc1Cl	0%	i	1.1e-07M*	-3.0%	1e-07M*	-2.4%	?	?	-2%	26%	i
O=C1CN(C(=O)COC(=O)C2CC(=O)N(Cc3ccco3)C2)c2ccccc2N1 (stereo unspecified)	-3%	i	i	-0.9%	i	-2.7%	i	-8%	-1%	0%	i
O=S(=O)(c1ccc(F)cc1)N1CCN(c2ncnc3c2cnn3-c2ccccc2)CC1	8%	i	i	-1.3%	i	-0.2%	?	23%	5%	33%[activator]	i
Cc1ccc(Cn2c(NCCc3ccccc3)nc3c2c(=O)n(C)c(=O)n3C)cc1	-3%	i	i	-0.4%	i	-1.5%	i	-1%	-3%	28%	?
CCOc1ccccc1N(C(=O)Cn1nnnc1-c1ccc(C)o1)C(CC)C(=O)NC(C)(C)C (stereo unspecified)	-7%	i	i	-0.9%	i	-3.5%	i	27%	-5%	24%	i
Cc1nc2nc[nH]n2c(=O)c1NC(=O)CCc1ccccc1	-3%	i	i	-2.2%	i	-1.2%	?	7%	1%	-1%	?
O=C(COc1ccccc1Cl)Nc1ccc2c(c1)OCCO2	1%	.	.	-1.0%	.	-2.1%	.	?	-1%	3%	.
C=CCn1c(C(C)NC(=O)CCC)nc2ccccc21 (stereo unspecified)	0%	i	i	0.0%	i	-2.6%	i	43%	2%	-3%	?
Cc1ccccc1Cn1c(=O)c2c(nc3n2CCCN3Cc2ccccc2)n(C)c1=O	-3%	i	i	-1.3%	i	-0.6%	i	-13%	-1%	-9%	i
O=C(CSc1n[nH]c(-c2ccncc2)n1)Nc1ccccn1	-1%	i	i	-0.2%	?	-2.7%	i	1%	0%	-1%	i
CC(=O)OC1C(=O)[C@@]2(C)C(O)CC3OC[C@]3(OC(C)=O)C2C(OC(=O)c2ccccc2)[C@]2(O)CC(OC(=O)C(O)C(NC(=O)c3ccccc3)c3ccccc3)C(C)=C1C2(C)C (stereo partly specified)	2%	.	.	0.8%	.	-3.7%[3.08 µM]	.	.	2%	52%[activator]	.
COCCN1C(=O)C(CC(=O)Nc2ccc(C(=O)O)cc2)SC1=Nc1ccccc1 (stereo unspecified)	0%	i	i	0.3%	i	-1.6%	i	2%	-5%	7%	i
CCCN1C(=O)SC(CC(=O)Nc2ccc(Br)cc2)C1=O (stereo unspecified)	1%	i	i	-3.1%	i	0.2%	i	-9%	0%	-2%	i
CCOC(=O)N1CCC(N2C(=O)c3ccc(C(=O)Nc4ccc(F)cc4F)cc3C2=O)CC1	-1%	.	.	1.5%	.	-2.1%	.	-7%	-1%	.	.
Cn1c(C(=O)O)c(CC(=O)Nc2ccc3c(c2)OCCO3)c2ccccc21	1%	i	2.6e-08M*	0.3%	2.5e-08M*	-1.9%	i	12%	-1%	-2%	i
O=C(Cn1c(NCCO)nc2ccccc21)c1ccco1	1%	i	i	0.3%	i	-2.1%	i	7%	0%	-1%	i
CCOC(=O)c1sc(=S)n(-c2cc(F)ccc2F)c1N	-2%	i	i	-0.1%	?	-0.9%	i	-27%	-1%	-4%	?
CCOC(=O)N1CCN(c2c(NCCCOC(C)C)c(=O)c2=O)CC1	0%	.	.	1.1%	.	-3.3%	.	-2%	0%	.	.
O=C1c2ccccc2C(=O)N1CNc1ccccc1	0%	i	i	-0.8%	i	0.1%	?	-7%	1%	-6%	i
O=C(O)CCC(=O)Nc1ccc(Br)cn1	3%	i	i	0.3%	i	-1.0%	?	?	0%	-4%	i
O=C(c1nnc(-c2ccncc2)o1)c1ccccc1Cl	-1%	i	i	0.1%	i	-2.0%	?	-7%	0%	3%	i
O=C(NCc1cccnc1)c1cccc(NC(=O)c2ccco2)c1	1%	i	i	-0.7%	i	-0.1%	i	-1%	5%	1%	i
CCC1=Nc2ccccc2-c2nnc(SC)nc2O1	0%	i	?	-0.6%	?	-2.8%	i	-15%	0%	-1%	i
CC(C)N(C)C1CCN(C(=O)Nc2ccc(Cl)c(Cl)c2)CC1	1%	i	2e-08M*	-2.1%	?	-1.1%	?	2%	-1%	-2%	?
CCOC(=O)c1ccccc1NC(=O)CSc1nc2ccccc2o1	-2%	i	i	-1.5%	i	0.9%	i	25µM*	-5%	-6%	i
N=C(N)CCNC(=O)[C@@H]1CCC(N)=N1	0%[11.5 µM]	i	i	-0.6%[15.4 µM]	i	1.4%[15.4 µM]	i	6%[11.4 µM]	-2%[11.5 µM]	.	i
Cc1ccsc1-c1nc(CSCC(=O)N2CCN(c3ccccc3)CC2)c(C)o1	-3%	.	.	0.5%	.	0.2%	.	?	-4%	.	.
